Screening results: PubChem BioAssay, National Center for Advancing Translational Sciences (NCATS)
Glioma ERSR ind: induces the endoplasmic reticulum stress response in human glioma cells; U87-MG GRP78 promoter luciferase reporter, 16 h; Potency, µM, for the others: at the highest dose activation, hits mostly activators; 0.02% of 420,000 active; also: potency is read from the fitted curve at half-maximal effect; series mostly up to about 76 µM; % of control where 0% means no effect; nearly all actives have a fitted effect of over 35% in size
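Stably transfected U87-MG human glioma cells carrying a GRP78-based luminescent sensor were seeded at 1000 cells/well, pin-dosed with compounds and incubated 16 h. Luciferase reagent was then added, and end-point luminescence was read after 10 min at room temperature.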
D1 antag: human D1 dopamine receptor antagonism; P21728; HEK293 TREx D1 cells, calcium flux, dopamine EC80; active compounds read low; activity change, negative = inhibition, % at 10 µM; 3.2% of 360,000 active; AID 504652; in the data active = activity change below about -30%; also: % is scaled to controls: 0 for no effect and ±100 for the full control effect
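Kinetic fluorescence of a calcium dye serves as the read-out. D1-expressing Hek293 Trex cells, induced overnight at 30 C, are exposed to compound for 180 s before an EC80 dopamine addition, then read 180 s further.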
D1 potentiator: human D1 dopamine receptor positive modulation. 0.036% of 360,000 active. P21728. HEK293 TREx D1 cells, calcium flux, dopamine EC20 potentiation. AID 504651. potentiation, % at 10 µM; in the data active = potentiation above about 30%; also: 0% is about no effect
RXFP1 antag: antagonists of human relaxin receptor RXFP1 | 0.59% of 350,000 active | activity change, negative = inhibition, % at 57.5 µM | HEK293-RXFP1, relaxin-stimulated cAMP HTRF, 30 min; active compounds read low | Q9HBX9;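 active = activity change of -60% or lower, but not beyond a set lower limit; inconclusive = change between -60% and -40%, or beyond the set limit; inactive = change above -40%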; also: % is scaled to controls: 0 for no effect and ±100 for the full control effect
RXFP1 agonist: agonists of human relaxin receptor RXFP1 | HEK293T-RXFP1 cAMP TR-FRET, 30 min; response scale: percent of porcine relaxin response, buffer zero | Potency, µM (highest dose often 57.5 µM), without a hit: top-dose activation, hits mostly activators | 0.3% of 370,000 active | AID 2676; also: potency is read from the fitted curve at half-maximal effect; % is scaled to controls: 0 for no effect and ±100 for the full control effect; nearly all actives have a fitted effect of over 60% in size; many of its hits are not listed in these tables
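HEK293T cells stably expressing RXFP1 were pretreated with the PDE4 inhibitor Ro 20174, exposed to compounds for 30 min at 37C, lysed, and cAMP was read by TR-FRET. Data normalized to buffer (basal) and 29 nM porcine relaxin (100%).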
D2 potentiator: positively modulates the human D2 dopamine receptor allosterically; HEK293 T-REx D2, calcium flux, EC20 dopamine potentiation; AID 485347; potentiation, % at 10 µM; P14416; 0.34% of 340,000 active;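 active = potentiation over 3 SD above the plate norm, cut at about 30% in these data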; also: 0% is about no effect
Target sequence (P14416 whole entry, looked up): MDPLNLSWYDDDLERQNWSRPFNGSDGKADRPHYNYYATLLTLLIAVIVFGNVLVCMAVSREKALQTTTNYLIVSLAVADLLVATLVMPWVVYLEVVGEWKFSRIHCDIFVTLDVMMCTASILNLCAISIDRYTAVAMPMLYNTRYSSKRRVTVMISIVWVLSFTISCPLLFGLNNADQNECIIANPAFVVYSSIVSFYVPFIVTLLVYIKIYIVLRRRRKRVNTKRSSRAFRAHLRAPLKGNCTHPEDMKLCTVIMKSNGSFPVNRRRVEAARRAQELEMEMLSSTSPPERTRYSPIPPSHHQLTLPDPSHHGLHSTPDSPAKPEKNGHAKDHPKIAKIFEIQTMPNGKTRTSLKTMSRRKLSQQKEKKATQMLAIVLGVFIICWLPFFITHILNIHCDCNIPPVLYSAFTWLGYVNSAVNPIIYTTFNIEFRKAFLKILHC
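Tetracycline-induced Hek293 Trex D2 cells, force-coupled to calcium, loaded with no-wash calcium dye. Compound added with 180 s kinetic read for agonism, then EC20 dopamine and a further 180 s read for potentiation.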
Vif-APOBEC3G blk: inhibitors of Vif-APOBEC3G interaction. HeLa A3G-eYFP + Vif (tagged APOBEC3G with the HIV-1 protein that degrades it), YFP fluorescence, overnight. Potency, µM (titrated, usually from 46.1 µM), inactives show top-dose activity, negative = active, usual class: inhibitors. 0.076% of 410,000 active. Q9HC16;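 also: potency is read from the fitted curve at half-maximal effect; % is scaled to controls: 0 for no effect and ±100 for the full control effect; nearly all actives have a fitted effect of over 60% in size; hits raise eYFP signal because A3G escapes Vif-driven loss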
Target sequence (Q9HC16 whole entry, looked up): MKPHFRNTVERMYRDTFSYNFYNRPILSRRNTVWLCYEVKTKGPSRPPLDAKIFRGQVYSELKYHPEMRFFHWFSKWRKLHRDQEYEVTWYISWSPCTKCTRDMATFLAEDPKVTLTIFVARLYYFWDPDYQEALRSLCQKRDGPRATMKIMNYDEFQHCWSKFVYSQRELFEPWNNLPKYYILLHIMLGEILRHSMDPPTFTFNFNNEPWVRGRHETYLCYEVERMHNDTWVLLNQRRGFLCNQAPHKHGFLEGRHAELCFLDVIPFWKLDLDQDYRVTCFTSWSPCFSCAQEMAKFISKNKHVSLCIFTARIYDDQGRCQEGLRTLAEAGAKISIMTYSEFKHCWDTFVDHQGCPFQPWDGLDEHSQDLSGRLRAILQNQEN
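Read-out is eYFP fluorescence (Ex 488/Em 500-530) from Vif-expressing HeLa A3G-eYFP cells; more signal means A3G escaped Vif-mediated degradation. Cells plated overnight, compound pinned in, incubated overnight at 37 deg C.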
Vif-A3F inh: Vif-A3F binding inhibition | HeLa A3F-eYFP + Vif (tagged APOBEC3F with the HIV-1 protein that degrades it), YFP fluorescence increase | Potency, µM (highest dose often 46.1 µM), for inactives: at the top dose activity, negative = active | 0.2% of 390,000 active; also: potency is read from the fitted curve at half-maximal effect; % of control where 0% means no effect; nearly all actives have a fitted effect of over 65% in size
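Fluorescence increase (Ex 488/Em 500-530) after overnight compound treatment at 37 deg C flags inhibition of Vif-driven A3F-eYFP loss in stable HeLa A3F-eYFP/Vif cells seeded overnight beforehand.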
D1 agonist: agonists of human D1 dopamine receptor; HEK293 T-REx D1 cells, calcium flux, agonist mode; 1% of 360,000 active; AID 504660; activation, % at 2 µM; P21728; in the data active = activation above about 30%; also: 0% is about no effect
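Tetracycline-induced HEK293 TREx D1 cells, force-coupled to calcium signalling, were dye-loaded with a no-wash calcium kit. Compound was pin-added after a 10 s baseline. Fluorescence was read kinetically at 1 cycle/s for 180 s, with calcium rises flagged as agonism.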
Starred values were filed as active, the others as inactive; ? = inconclusive; nt = no result given; & = joins results of further samples. Unless noted, calls follow the shape of the dose curve; as a rule, active = well fitted curve in the direction sought with a large enough effect; inconclusive = small, poorly fitted or top-dose-only effect, or another doubt; inactive = no such curve, though single readings can be large; an effect the other way counts as inactive or inconclusive. A portion of the library (hit frequency here may not be typical).

item	mol	Vif-APOBEC3G blk	Glioma ERSR ind	RXFP1 agonist	D1 agonist	D2 potentiator	D1 antag	Vif-A3F inh	RXFP1 antag	D1 potentiator
1	CCCN(CCO)Cc1ccc(Br)cc1	-0.2%	-0.5%	4.4%	-0.1	-12.4	-12.9	-1.9%	-20.7	-8.4
2	Cc1ccc(S(=O)(=O)N2CC(O)C[C@H]2C(=O)OCC(=O)c2ccccc2)cc1 (stereo partly drawn)	-0.9%	-1.4%	0.4%	0.1	-3.8	9.2	3.4%	-24.2	-1.6
3	COc1ccc(C)cc1NC(=O)COC(=O)CCC(=O)c1cccs1	5.2%	-4.5%	-2.0%	0.2	-5.6	-6.4	-4.5%	16.2	4.5
4	COc1ccc(C(=O)NCCCn2ccnc2)cc1	0.0%	-0.4%	0.8%	2.2	1.8	2.8	6.5%	4.1	4.0
5	CC(Nc1ncnc2nc[nH]c12)c1ccccc1 (stereo not drawn)	0.9%	1.5%	0.9%	6.6	nt	-8.1	5.4%	nt	-1.9
6	CCOC(=O)c1c(C)oc2nc(C)nc(N(CC(C)C)CC(C)C)c12	0.9%	-4.4%	-2.9%	5.8	-5.9	21.3	-9.9%	-27.5	8.6
7	CCCn1c(O)c(CN2CCCC(C)C2)c(C)c(C#N)c1=O (stereo not drawn)	0.3%	-3.8%	0.8%	5.5	-0.2	0.6	-24.4%	-9.2	-0.5
8	CCOC(=O)c1ccc(N2CC(O)=C(c3nc4ccccc4c(=O)[nH]3)C2=N)cc1	-28.5%	2.3%	4.2%	4.5	-14.6	33.4	-9.7%	-0.5	-0.4
9	Cc1cccc(NC(=O)c2ccc(NCCc3ccccc3)c([N+](=O)[O-])c2)c1	-16.7%	-2.5%	-0.1%	3.1	-6.5	-0.1	?	-14.5	-2.5
10	COC(=O)c1cc(NC(=O)Cn2c(=O)oc3ccccc32)cc(C(=O)OC)c1	-2.8%	-4.3%	-0.6%	4.6	-0.4	4.7	0.1%	-15.1	-3.1
11	O=C(CSc1nnc(Nc2ccccc2F)s1)NC1CCCC1	0.0%	6.7%	0.1%	8.0	-1.3	-3.2	1.8%	-4.4	nt
12	CCOc1cc(/C=C(\C#N)C(=O)Nc2cccc(C(=O)O)c2)cc(Br)c1OC(=O)c1ccc(OC)cc1	?	?	-2.9%	4.7	1.3	7.1	?	-89.1*	-1.6
13	COc1cccc(CN2CCNC(=O)C2CC(=O)NC2CCCCC2)c1OC (stereo not drawn)	-0.8%	-4.2%	1.4%	2.3	6.9	-14.7	2.5%	-7.3	6.4
14	Cn1c(SCC(=O)N2CCN(c3ccccc3)CC2)nnc1-c1ccccc1	3.1%	-8.5%	1.8%	-0.2	-12.7	4.8	-0.7%	-10.7	-6.5
15	O=S(=O)(/N=C(/NC(=S)Nc1ccccc1)c1ccccc1)c1ccc(Cl)cc1	1.7%	4.4%	-2.2%	-3.4	0.2	-1.4	?	-36.1	1.2
16	COc1ccccc1-c1noc(CSc2nnc(Cc3ccccc3)n2-c2ccc(C)c(C)c2)n1	-10.1%	-5.3%	1.1%	3.8	6.8	1.8	-2.0%	-64.8*	4.4
17	O=C(COC(=O)c1ccccc1O)Nc1cccc(S(=O)(=O)N2CCCC2)c1	2.7%	6.8%	1.9%	14.6	-1.8	-2.7	-6.1%	1.6	nt
18	O=C(Nc1ccccc1)/C(=C/c1cccnc1)NC(=O)c1ccco1	-0.7%	-5.3%	0.9%	0.6	-4.2	-10.7	-19.1%	-3.0	-6.3
19	CCOC(=O)/C(=N/Nc1ccc(Cl)cc1)S(=O)(=O)c1ccc(Cl)cc1	-2.9%	-4.3%	0.5%	2.2	-4.1	1.3	-3.6%	-5.6	5.5
20	CCOc1ccc(C(=O)NCC(=O)N2CCN(Cc3ccccc3)CC2)cc1	-1.4%	-5.9%	nt	nt	nt	nt	5.0%	-7.7	nt

Structures shown so far that have an aryl methoxy group:
item	mol	Vif-APOBEC3G blk	Glioma ERSR ind	RXFP1 agonist	D1 agonist	D2 potentiator	D1 antag	Vif-A3F inh	RXFP1 antag	D1 potentiator
3	COc1ccc(C)cc1NC(=O)COC(=O)CCC(=O)c1cccs1	5.2%	-4.5%	-2.0%	0.2	-5.6	-6.4	-4.5%	16.2	4.5
4	COc1ccc(C(=O)NCCCn2ccnc2)cc1	0.0%	-0.4%	0.8%	2.2	1.8	2.8	6.5%	4.1	4.0
12	CCOc1cc(/C=C(\C#N)C(=O)Nc2cccc(C(=O)O)c2)cc(Br)c1OC(=O)c1ccc(OC)cc1	?	?	-2.9%	4.7	1.3	7.1	?	-89.1*	-1.6
13	COc1cccc(CN2CCNC(=O)C2CC(=O)NC2CCCCC2)c1OC (stereo not drawn)	-0.8%	-4.2%	1.4%	2.3	6.9	-14.7	2.5%	-7.3	6.4
16	COc1ccccc1-c1noc(CSc2nnc(Cc3ccccc3)n2-c2ccc(C)c(C)c2)n1	-10.1%	-5.3%	1.1%	3.8	6.8	1.8	-2.0%	-64.8*	4.4

Following part
item	mol	Vif-APOBEC3G blk	Glioma ERSR ind	RXFP1 agonist	D1 agonist	D2 potentiator	D1 antag	Vif-A3F inh	RXFP1 antag	D1 potentiator
21	Cc1ccc(NC(=O)c2cc(C)no2)cc1	0.3%	8.1%	4.5%	3.2	-1.8	-17.2	-3.5%	2.0	3.1
22	COc1ccc(OC)c(S(=O)(=O)NCCC2=CCCCC2)c1	1.8%	-3.3%	-1.4%	6.5	4.9	-20.4	-8.5%	5.1	-1.1
23	O=C(CS(=O)(=O)c1ccccc1)N1CCN(c2ccccc2)CC1	-1.5%	1.5%	1.9%	1.4	-15.7	2.5	-2.9%	-5.2	0.8
24	O=C(Nc1cccc2ccccc12)c1ccc(Cn2cc(Cl)cn2)cc1	-10.6%	0.8%	0.8%	14.5	-0.6	-9.9	4.0%	-4.4	-1.2
25	COc1ccc(CC(=O)OCC(=O)Nc2ccc(C(=O)Nc3ccc(OC)cc3)cc2)cc1	2.8%	1.4%	-2.4%	0.7	5.0	-29.0	-8.4%	-2.0	-1.9
26	Cc1cc(C)c2sc(N(CCCN(C)C)C(=O)c3ccc(Br)s3)nc2c1	-20.0%	-13.2%	5.3%	5.9	-4.2	-2.9	3.2%	-16.9	-6.2
27	COc1cc(NC(=O)Cn2nnc(-c3ccncc3)n2)cc(OC)c1	2.6%	-4.2%	0.2%	1.1	7.8	-6.2	-1.2%	5.0	1.0
28	CCCC(=O)c1c(NC(C)C)cc(C)oc1=O	-6.3%	-3.8%	-0.2%	2.1	-2.1	3.0	-12.9%	-9.0	-3.4
29	Cc1nc(SCC(=O)O)n[nH]1	0.7%	-5.4%	4.5%	5.7	3.8	-9.1	5.3%	-20.1	-3.6
30	CCCCNC(=O)c1cc(-c2cccnc2)nc2ccc(S(=O)(=O)NCCCC)cc12	-6.2%	-1.5%	6.3%	0.4	-9.7	-2.9	-2.0%	6.9	-3.5
31	Cc1cccc(OCC(O)CN2CCN(S(=O)(=O)c3ccc(C)cc3C)CC2)c1 (stereo not drawn)	0.2%	-6.0%	-0.6%	5.9	13.0	-3.3	0.1%	-22.6	-0.9
32	O=C(NCCCN1CCCC1=O)c1ccc([N+](=O)[O-])s1	1.5%	-3.3%	2.4%	-0.4	-2.0	-16.4	-10.0%	2.1	-5.8
33	Cc1nc(NCCN)c(C#N)c2c1COC(C)(C)C2	0.4%	-2.6%	4.2%	-2.2	-7.6	-14.2	5.2%	-3.9	-8.5
34	COc1ccc(S(=O)(=O)Cc2ccc(C(=O)NCc3ccccc3OC)o2)cc1	-3.8%	-1.2%	3.5%	4.9	-5.9	8.4	11.2%	-1.0	-5.3
35	O=C(Cc1cccs1)NC1CC(=O)N(c2cccc(F)c2)C1 (stereo not drawn)	-9.5%	-3.6%	1.9%	-3.3	-6.9	nt	-16.2%	6.1	-1.6
36	CCn1c(O)c(N=NC(=O)CNC(=O)/C=C/c2ccccc2)c2ccccc21	2.5%	-6.3%	0.0%	4.3	11.0	-1.0	-13.0%	19.0	-2.2
37	O=C(COc1c(Br)cc(Br)c2cccnc12)N1CCc2ccccc2C1	1.6%	-3.0%	18.1%	-0.5	nt	nt	-8.8%	-5.3	-2.5
38	CCOC(=O)c1c(NC(=O)COC(=O)CNC(=O)c2ccco2)sc(C(C)=O)c1C	0.1%	-1.1%	6.7%	-0.3	4.2	4.7	-14.8%	nt	3.2
39	CC(C)(C)NC(=O)CN(C(=O)CSc1nnc(COc2ccccc2)o1)c1cccc(F)c1	0.2%	4.8%	0.8%	1.4	0.9	1.5	-8.6%	-11.1	-6.3
40	Cc1nonc1C1CCCN1C(=O)c1cc(COc2ccc(F)cc2Cl)on1 (stereo not drawn)	0.2%	1.2%	0.5%	4.9	1.4	12.8	0.2%	-13.4	-2.4

Other results
item	mol	Vif-APOBEC3G blk	Glioma ERSR ind	RXFP1 agonist	D1 agonist	D2 potentiator	D1 antag	Vif-A3F inh	RXFP1 antag	D1 potentiator
41	CCOC(=O)c1c(COc2ccccc2)oc2ccc(O)cc12	-6.6%	-7.1%	0.4%	2.1	-1.5	-27.6	2.8%	1.1	-6.3
42	Cc1ccc(F)cc1NC(=O)Cc1ncc(C(F)(F)F)cc1Cl	0.2%	1.1%	1.4%	8.1	-2.0	-9.9	-19.5%	-3.2	-0.2
43	Nc1cc(=O)[nH]c(SCC(=O)Nc2cc(Cl)ccc2Cl)n1	3.3%	-2.7%	-2.5%	3.8	0.9	1.4	-1.5%	9.0	-0.3
44	C=CCc1cccc(/C=N/NC(=O)c2ccccc2OC)c1O	2.6%	7.6%	-1.1%	4.2	-5.5	-4.5	-15.3%	-15.5	1.7
45	CC[C@H](C)[C@@H](C(=O)NCCCCCCCCCCC(=O)N1CCNCC1)n1cc(CCCCCN)nn1	-1.5%	-2.3%	-0.3%	4.5	0.0	-0.4	-0.7%	nt	-0.8
46	COc1ccc(C(=O)Oc2cc(OC)cc(OC)c2C(C)=O)cc1	2.6%	-5.3%&4.6%	-0.8%	-0.8	-0.8	-8.6	1.2%	nt	-1.6
47	O=C(NCC1CCCO1)c1cc2ccccc2cc1O (stereo not drawn)	0.2%	0.0%	2.5%	1.0	-9.1	-17.1	?	-15.5	-11.1
48	C[C@@H]1CC=C[C@H]2[C@H]1C(=O)N(Cc1ccccc1)[C@H]2c1ccc(-c2ccoc2)cc1F	-0.8%	?	0.0%	9.2	-3.2	26.6	?	nt	-0.9
